# TcdB inh: inhibitors of Clostridioides difficile toxin B glycohydrolase | P18177 | TcdB glycohydrolase enzymatic assay, plate reader | inhibition, % at 9.99 µM | 350,000 tested, 0.24% active | AID 652162; in the data active means inhibition above about 10%
# Target sequence (P18177 whole entry, looked up): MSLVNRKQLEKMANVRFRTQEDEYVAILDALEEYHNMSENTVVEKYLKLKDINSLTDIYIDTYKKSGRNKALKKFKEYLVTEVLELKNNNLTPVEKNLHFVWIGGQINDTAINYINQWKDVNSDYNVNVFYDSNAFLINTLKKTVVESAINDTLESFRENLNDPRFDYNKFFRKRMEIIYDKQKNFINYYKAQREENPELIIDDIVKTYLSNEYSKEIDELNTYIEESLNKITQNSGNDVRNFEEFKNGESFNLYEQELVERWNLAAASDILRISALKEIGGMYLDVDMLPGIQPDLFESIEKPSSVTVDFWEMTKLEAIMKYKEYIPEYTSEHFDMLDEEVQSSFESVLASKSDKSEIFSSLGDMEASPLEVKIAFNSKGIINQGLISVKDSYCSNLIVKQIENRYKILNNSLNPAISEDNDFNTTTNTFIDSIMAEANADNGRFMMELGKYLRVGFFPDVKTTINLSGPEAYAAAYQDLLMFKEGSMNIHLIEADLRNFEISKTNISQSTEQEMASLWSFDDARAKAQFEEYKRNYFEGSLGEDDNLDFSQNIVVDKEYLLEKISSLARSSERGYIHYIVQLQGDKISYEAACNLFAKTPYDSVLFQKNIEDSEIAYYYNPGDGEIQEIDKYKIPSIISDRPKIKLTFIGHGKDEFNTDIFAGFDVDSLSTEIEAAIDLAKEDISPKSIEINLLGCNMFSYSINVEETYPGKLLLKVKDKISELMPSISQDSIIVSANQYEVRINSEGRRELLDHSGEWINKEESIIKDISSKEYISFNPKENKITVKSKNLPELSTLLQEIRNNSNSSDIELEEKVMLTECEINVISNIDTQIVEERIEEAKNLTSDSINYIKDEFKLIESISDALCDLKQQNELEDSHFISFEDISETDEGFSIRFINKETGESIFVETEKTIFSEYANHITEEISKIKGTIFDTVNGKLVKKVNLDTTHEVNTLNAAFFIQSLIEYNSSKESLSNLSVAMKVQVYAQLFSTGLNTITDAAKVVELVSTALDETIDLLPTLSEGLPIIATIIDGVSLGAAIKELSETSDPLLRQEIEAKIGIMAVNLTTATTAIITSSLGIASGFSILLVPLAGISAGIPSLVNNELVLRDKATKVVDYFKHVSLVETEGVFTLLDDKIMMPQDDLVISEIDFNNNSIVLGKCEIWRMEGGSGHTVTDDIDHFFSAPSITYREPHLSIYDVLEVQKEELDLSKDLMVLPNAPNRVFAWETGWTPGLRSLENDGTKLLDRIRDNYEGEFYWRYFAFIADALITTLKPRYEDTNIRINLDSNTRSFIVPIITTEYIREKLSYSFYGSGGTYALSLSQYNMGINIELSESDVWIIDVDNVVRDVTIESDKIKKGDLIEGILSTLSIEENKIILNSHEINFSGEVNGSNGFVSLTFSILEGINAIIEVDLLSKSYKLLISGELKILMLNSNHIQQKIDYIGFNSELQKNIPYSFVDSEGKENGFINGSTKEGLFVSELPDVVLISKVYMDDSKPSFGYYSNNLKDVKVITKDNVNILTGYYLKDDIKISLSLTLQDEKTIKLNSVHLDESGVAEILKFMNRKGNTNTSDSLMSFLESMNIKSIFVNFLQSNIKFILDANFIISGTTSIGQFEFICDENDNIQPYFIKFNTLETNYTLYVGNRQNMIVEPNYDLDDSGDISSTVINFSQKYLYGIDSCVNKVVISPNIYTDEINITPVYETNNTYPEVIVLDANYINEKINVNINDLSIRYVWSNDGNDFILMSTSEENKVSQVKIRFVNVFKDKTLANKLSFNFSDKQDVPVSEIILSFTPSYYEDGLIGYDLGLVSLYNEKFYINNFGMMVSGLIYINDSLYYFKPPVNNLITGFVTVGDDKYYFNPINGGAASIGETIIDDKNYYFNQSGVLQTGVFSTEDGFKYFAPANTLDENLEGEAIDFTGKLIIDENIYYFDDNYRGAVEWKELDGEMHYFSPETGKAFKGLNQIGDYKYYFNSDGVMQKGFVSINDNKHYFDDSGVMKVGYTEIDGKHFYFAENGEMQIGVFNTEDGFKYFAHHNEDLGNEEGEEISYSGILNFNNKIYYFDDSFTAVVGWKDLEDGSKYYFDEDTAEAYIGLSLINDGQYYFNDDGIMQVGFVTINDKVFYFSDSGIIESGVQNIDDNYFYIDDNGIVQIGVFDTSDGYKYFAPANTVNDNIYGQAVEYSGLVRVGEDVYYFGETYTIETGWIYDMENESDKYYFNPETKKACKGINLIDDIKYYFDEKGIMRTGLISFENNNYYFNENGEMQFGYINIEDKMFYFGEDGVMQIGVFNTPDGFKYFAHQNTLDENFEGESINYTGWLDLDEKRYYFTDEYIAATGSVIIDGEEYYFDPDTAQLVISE
# * marks the source's active call; other numbers are inactive results.
SMILES,TcdB inh
C[C@@H]1CCCCO[C@@H](CN(C)S(=O)(=O)c2ccccc2)[C@H](C)CN([C@@H](C)CO)C(=O)c2cc(NC(=O)C3CCCCC3)ccc2O1,0.5
CCCNC(=O)N(C)C[C@H]1Oc2cc(-c3cccnc3)ccc2S(=O)(=O)N([C@H](C)CO)C[C@H]1C,0.3
C/C=C/c1ccc([C@H]2[C@@H](CO)N(C(=O)C3CCCC3)[C@H]2CNCCC)cc1,0.2
CN1C(=O)c2cc(NC(=O)C3CCOCC3)ccc2OC[C@H]2O[C@@H](CC(=O)NCc3ccc4c(c3)OCO4)CC[C@@H]21,-1.4
C[C@H](CO)N1C[C@H](C)[C@H](CN(C)C(=O)Nc2ccc(F)cc2)Oc2cc(C#CC3(O)CCCC3)ccc2S1(=O)=O,3.2
Cc1ccc(S(=O)(=O)N(C)C[C@H]2Oc3ccc(NC(=O)Nc4ccc(C(F)(F)F)cc4)cc3CC(=O)N([C@H](C)CO)C[C@H]2C)cc1,0.5
C[C@H](CO)N1C[C@H](C)[C@@H](CN(C)C(=O)Nc2ccccc2)Oc2ccc(N(C)C)cc2C1=O,-1.5
CC(C)NC(=O)N(C)C[C@@H]1Oc2cc(C#C[C@@H](C)O)ccc2S(=O)(=O)N([C@@H](C)CO)C[C@H]1C,-0.3
N#Cc1ccc(-c2ccc3c(c2)[C@H]2[C@H](CCN2C(=O)Cc2ccccc2)[C@H](CO)N3)cc1,-1.2
CCC(=O)N1[C@@H](CO)[C@@H]2c3ccccc3N(C(=O)CC(F)(F)F)C[C@@H]21,-0.2
Cc1noc(C)c1S(=O)(=O)Nc1ccc2c(c1)C(=O)N([C@@H](C)CO)C[C@@H](C)[C@@H](CN(C)C(=O)CCC(F)(F)F)OCCCC[C@@H](C)O2,-5.0
O=[N+]([O-])c1ccc(C(O)CC(O)CSc2nc(-c3ccccc3)c(-c3ccccc3)o2)cc1 (stereo unspecified),-0.7
Cc1ccc(-c2ccc3c(c2)O[C@@H](CN(C)S(C)(=O)=O)[C@@H](C)CN([C@@H](C)CO)S3(=O)=O)cc1,0.3
COc1ccc(NC(=O)Nc2ccc3c(c2)C(=O)N([C@H](C)CO)C[C@H](C)[C@@H](CN(C)C(=O)NC2CCCCC2)OCCCC[C@H](C)O3)cc1,0.5
C[C@@H]1CN([C@H](C)CO)C(=O)c2cc(NC(=O)C3CC3)ccc2O[C@H]1CN(C)S(=O)(=O)c1cccs1,-0.8
CN1C(=O)c2cc(NS(=O)(=O)c3ccc(F)cc3)ccc2OC[C@H]2O[C@H](CC(=O)NCC(F)(F)F)CC[C@@H]21,-0.4
COc1ccc(S(=O)(=O)Nc2cccc3c2O[C@@H](CN(C)C(=O)Nc2ccc(F)cc2)[C@H](C)CN([C@H](C)CO)C3=O)cc1,-0.5
CC(=O)N1CCCCN2[C@@H](CO)[C@H](c3ccc(-c4cccc(C(=O)N(C)C)c4)cc3)[C@@H]2C1,-1.0
C[C@@H]1CN([C@@H](C)CO)C(=O)c2cccc(NC(=O)C3CCOCC3)c2O[C@H]1CN(C)Cc1ccc(Oc2ccccc2)cc1,-17
CO[C@H]1CN(C)C(=O)c2cc(NC(=O)Cc3ccccc3)ccc2OC[C@@H](C)N(C(=O)c2ccccc2F)C[C@@H]1C,0.8
COCC(=O)N1[C@H](CO)[C@@H](c2ccccc2)[C@H]1CNC(=O)c1ccccn1,0.5
C[C@@H]1CN([C@H](C)CO)C(=O)c2cccc(NS(=O)(=O)c3cccs3)c2O[C@@H]1CN(C)Cc1ccc(-c2ccccc2)cc1,0.4
CC(C)NC(=O)Nc1ccc2c(c1)CC(=O)N([C@H](C)CO)C[C@H](C)[C@@H](CN(C)C(=O)Nc1cccc3ccccc13)O2,1.8
C[C@H](CO)N1C[C@H](C)[C@@H](CN(C)S(=O)(=O)c2ccccc2)OCCCC[C@H](C)Oc2ccc(NS(C)(=O)=O)cc2C1=O,0.5

# 6 compounds picked at random from those above:
SMILES,TcdB inh
C[C@@H]1CN([C@H](C)CO)C(=O)c2cc(NC(=O)C3CC3)ccc2O[C@H]1CN(C)S(=O)(=O)c1cccs1,-0.8
N#Cc1ccc(-c2ccc3c(c2)[C@H]2[C@H](CCN2C(=O)Cc2ccccc2)[C@H](CO)N3)cc1,-1.2
C[C@@H]1CN([C@@H](C)CO)C(=O)c2cccc(NC(=O)C3CCOCC3)c2O[C@H]1CN(C)Cc1ccc(Oc2ccccc2)cc1,-17
COc1ccc(S(=O)(=O)Nc2cccc3c2O[C@@H](CN(C)C(=O)Nc2ccc(F)cc2)[C@H](C)CN([C@H](C)CO)C3=O)cc1,-0.5
CN1C(=O)c2cc(NS(=O)(=O)c3ccc(F)cc3)ccc2OC[C@H]2O[C@H](CC(=O)NCC(F)(F)F)CC[C@@H]21,-0.4
C[C@H](CO)N1C[C@H](C)[C@H](CN(C)C(=O)Nc2ccc(F)cc2)Oc2cc(C#CC3(O)CCCC3)ccc2S1(=O)=O,3.2

# Remaining list, next part:
SMILES,TcdB inh
Cc1noc(C)c1S(=O)(=O)N(C)C[C@@H]1Oc2ccc(NC(=O)Cn3cnnn3)cc2CC(=O)N([C@@H](C)CO)C[C@@H]1C,0.4
CN(C)C(=O)C[C@@H]1CC[C@H]2[C@H](COc3ccc(NC(=O)NCc4ccccc4)cc3C(=O)N2C)O1,0.0
CC=Cc1ccc2n(c1=O)C[C@H]1[C@H](CO)[C@@H](C(=O)N[C@@H](C)c3ccccc3)[C@@H]2N1Cc1ccncc1 (mixture of isomers),1.1
COc1ccc(S(=O)(=O)Nc2ccc3c(c2)CC(=O)N([C@H](C)CO)C[C@@H](C)[C@H](CN(C)Cc2ccc(C(F)(F)F)cc2)O3)cc1,-0.9
C[C@H](CO)N1C[C@H](C)[C@H](CN(C)S(=O)(=O)c2cccs2)OCc2ccccc2-c2ccccc2C1=O,0.1
Cc1noc(C)c1NC(=O)Nc1ccc2c(c1)C(=O)N(C)[C@H]1CC[C@@H](CC(=O)N[C@H]3CCN(Cc4ccccc4)C3)O[C@@H]1CO2,0.1
COc1cccc(-c2cnc3c(c2)C(=O)N([C@@H](C)CO)C[C@H](C)[C@@H](CN(C)C(=O)CN(C)C)O3)c1,0.5
C[C@@H]1CN([C@@H](C)CO)C(=O)c2cc(NC(=O)c3ccncc3)ccc2O[C@H]1CN(C)Cc1ccncc1,0.5
CCC(=O)Nc1ccc2c(c1)OC[C@@H](C)N(C(C)=O)C[C@H](C)[C@H](OC)CN(C)C2=O,-0.7
O=C(Cc1ccccn1)N1CC2(C1)[C@H](c1ccccc1)[C@H](CO)N2C(=O)c1cccnc1,0.2
CO[C@H]1CN(C)C(=O)c2ccc(NS(=O)(=O)c3ccccc3)cc2OC[C@@H](C)NC[C@@H]1C,-0.1
O=C(Nc1ccc2c(c1)OCO2)N[C@H]1CC[C@@H](CCNC(=O)C2CC2)O[C@H]1CO,-0.3
O=C(Nc1ccccc1)N1CCCCN2[C@@H](CO)[C@H](c3ccc(C4=CCCCC4)cc3)[C@@H]2C1,-3.6
COc1ccccc1-c1cnc2c(c1)C(=O)N([C@H](C)CO)C[C@H](C)[C@H](CN(C)C(=O)CC1CC1)O2,-2.0
CCC(=O)N(C)C[C@H]1Oc2cc(C#CC3CCCC3)ccc2S(=O)(=O)N([C@H](C)CO)C[C@@H]1C,-0.5
C[C@@H]1CN([C@H](C)CO)C(=O)c2cc(NC(=O)Nc3cccc4ccccc34)ccc2O[C@@H](C)CCCCO[C@H]1CN(C)S(=O)(=O)c1ccccc1,-0.5
Cc1noc(C)c1NC(=O)N(C)C[C@H]1Oc2ccc(NC(=O)CCCCCC(=O)Nc3ccccc3N)cc2CC(=O)N([C@@H](C)CO)C[C@@H]1C,-1.4
Cc1ccc(S(=O)(=O)Nc2cccc3c2O[C@@H](CN(C)CC2CCCCC2)[C@@H](C)CN([C@H](C)CO)C3=O)cc1,0.9
C[C@@H]1CN([C@@H](C)CO)C(=O)c2cccc(NC(=O)Nc3ccccc3)c2O[C@@H]1CN(C)C(=O)Nc1ccccc1,2.2
C[C@H](CO)N1C[C@H](C)[C@H](CN(C)C(=O)Oc2ccc3ccccc3c2)OCc2cn(nn2)CCCC1=O,-8.7
CN1C(=O)c2cc(NC(=O)c3cccc(F)c3)ccc2OC[C@@H]2O[C@H](CC(=O)NCc3ccccc3Cl)CC[C@@H]21,-0.5
O=C(C[C@@H]1C[C@@H]2c3cc(NC(=O)NC4CCCC4)ccc3O[C@@H]2[C@@H](CO)O1)NCCN1CCCCC1,2.5
CCCC#Cc1cnc2c(c1)C(=O)N([C@H](C)CO)C[C@@H](C)[C@H](CN(C)C(=O)c1cccnc1)O2,0.1
COc1cccc(NC(=O)N(C)C[C@@H]2OCc3cnnn3CCCC(=O)N([C@H](C)CO)C[C@H]2C)c1,0.6

# Four compounds out of the list, sorted by count of non-hydrogen atoms, ascending.
SMILES,TcdB inh
O=C(Nc1ccccc1)N1CCCCN2[C@@H](CO)[C@H](c3ccc(C4=CCCCC4)cc3)[C@@H]2C1,-3.6
O=C(C[C@@H]1C[C@@H]2c3cc(NC(=O)NC4CCCC4)ccc3O[C@@H]2[C@@H](CO)O1)NCCN1CCCCC1,2.5
C[C@H](CO)N1C[C@H](C)[C@H](CN(C)C(=O)Oc2ccc3ccccc3c2)OCc2cn(nn2)CCCC1=O,-8.7
C[C@@H]1CN([C@@H](C)CO)C(=O)c2cccc(NC(=O)Nc3ccccc3)c2O[C@@H]1CN(C)C(=O)Nc1ccccc1,2.2

# The list goes on.
SMILES,TcdB inh
O=C(CN1CCOCC1)N[C@H]1CC[C@@H](CCn2cc(C3CCCC3)nn2)O[C@H]1CO,0.6
COc1ccc(S(=O)(=O)Nc2cccc3c2O[C@@H](CN(C)C)[C@H](C)CN([C@H](C)CO)C3=O)cc1,0.0
COC(=O)[C@H]1[C@H](CO)[C@H]2Cn3c(ccc(-c4ccccc4F)c3=O)[C@@H]1N2Cc1cccnc1,0.2
CCNC(=O)C[C@@H]1CC[C@H]2[C@@H](COc3ccc(NS(=O)(=O)c4ccccc4C)cc3C(=O)N2C)O1,0.1
O=C(Nc1cc(F)ccc1F)N1CC(=O)N2[C@H](C1)[C@@H](c1ccc(-c3cccc(F)c3)cc1)[C@@H]2CO,-0.3
CO[C@@H]1CC[C@@H]2CCN(C)C(=O)[C@H](C)N(C)C(=O)c3cccc(C#N)c3OC[C@@H]1O2,-1.5
COCC(=O)N1C[C@@H](C)[C@@H](OC)CN(C)C(=O)c2ccc(NC(=O)c3cc(C)on3)cc2OC[C@H]1C,0.6
Cc1ccc(S[C@]2(C(=O)NC(C)C)CC(=O)N(C(C)C)[C@@H]2c2ccc(CO)cc2I)cc1,0.3
CC(=O)N[C@@H]1CC[C@@H](CCNC(=O)C2CCCC2)O[C@@H]1CO,-0.7
C[C@@H]1CN([C@@H](C)CO)C(=O)c2cc(NC(=O)CCCCCC(=O)Nc3ccccc3N)ccc2O[C@@H]1CN(C)Cc1ccc2c(c1)OCO2,1.1
COc1cccc(-c2ccc([C@@H]3[C@H](CO)N4C(=O)CN(C(=O)C5CCCC5)C[C@@H]34)cc2)c1,-0.6
C[C@@H](NC(=O)C[C@@H]1CC[C@@H](NC(=O)CN2CCOCC2)[C@@H](CO)O1)c1ccccc1,-0.6
C[C@@H]1CN([C@H](C)CO)C(=O)c2cc(C#CCc3ccccc3)cnc2O[C@H]1CN(C)C(=O)C1CCOCC1,-4.0
CCCNC(=O)N1[C@H](C#N)[C@@H](c2ccccc2-c2ccc(F)cc2)[C@@H]1CO,-0.1
C[C@H]1CN([C@@H](C)CO)C(=O)c2cc(NC(=O)Cc3cn(C)c4ccccc34)ccc2O[C@H]1CN(C)C(=O)Nc1ccc(C(F)(F)F)cc1,0.3
O=C(C1CC1)N1C[C@H]2[C@@H](c3ccccc31)[C@H](CO)N2C(=O)Nc1cccc(F)c1,1.1
O=C(CN1CCOCC1)N[C@@H]1CC[C@H](CCn2cc(C3CCCC3)nn2)O[C@H]1CO,-0.9
CS(=O)(=O)N1[C@H](C#N)[C@@H](c2ccc(C#CC3CCCC3)cc2)[C@@H]1CO,0.5
C/C=C/c1cnc2c(c1)C(=O)N([C@@H](C)CO)C[C@H](C)[C@@H](CN(C)CC1CCCC1)O2,-1.6
CC=Cc1ccc2n(c1=O)C[C@@H]1[C@@H](CO)[C@H](C(=O)NCC(F)(F)F)[C@H]2N1C(=O)C1CC1 (mixture of isomers),-6.9
COc1ccc(NC(=O)Nc2ccc3c(c2)C(=O)N([C@H](C)CO)C[C@H](C)[C@H](CN(C)S(=O)(=O)c2cn(C)cn2)O3)cc1,0.0
CCC(=O)N1CCCCN2[C@@H](CO)[C@@H](c3ccc(C#Cc4ccccc4)cc3)[C@@H]2C1,-0.1
CO[C@@H]1CN(C)C(=O)c2cc(NS(=O)(=O)c3ccccc3F)ccc2OC[C@@H](C)N(S(C)(=O)=O)C[C@H]1C,0.1
O=C(C1CCCC1)N1[C@@H](CO)[C@@H]2c3ccccc3N(S(=O)(=O)c3ccccc3)C[C@@H]21,0.1
O=C(C[C@@H]1C=C[C@@H](NC(=O)CN2CCOCC2)[C@@H](CO)O1)NCCc1ccncc1,0.1
Cc1ccc(S(=O)(=O)Nc2ccc3c(c2)CC(=O)N([C@@H](C)CO)C[C@@H](C)[C@@H](CN(C)C(=O)NC(C)C)O3)cc1,-4.8
CCNC(=O)[C@H]1[C@H](CO)[C@H]2Cn3c(ccc(-c4ccc(F)cc4)c3=O)[C@@H]1N2Cc1ccccc1F,0.9
COc1ccc(S(=O)(=O)N(C)C[C@@H]2Oc3c(NC(=O)C4CCCCC4)cccc3C(=O)N([C@H](C)CO)C[C@@H]2C)cc1,0.5
COCc1cn(CC[C@@H]2CC[C@H](NC(=O)Nc3ccccc3)[C@H](CO)O2)nn1,-14
C[C@@H]1CN([C@H](C)CO)S(=O)(=O)c2ccc(/C=C/c3ccccc3)cc2O[C@H]1CN(C)C(=O)NC1CCCCC1,0.6
COC(=O)C[C@@H]1CC[C@@H]2[C@H](COC[C@@H](O)CN2S(=O)(=O)c2ccc(F)cc2)O1,-0.3
O=C(NCc1ccc(F)cc1)[C@@H]1[C@@H](CO)[C@@H]2Cn3c(cccc3=O)[C@H]1N2Cc1cccnc1,-0.2
C[C@H](CO)N1C[C@H](C)[C@H](CN(C)Cc2ccc(Oc3ccccc3)cc2)Oc2c(NC(=O)Nc3ccc4c(c3)OCO4)cccc2C1=O,-6.0

# Not all compounds are listed. The share of hits here may be higher or lower than overall.
